Source: PubChem
Kir21 inh = inhibitors of mouse Kir2.1 inward-rectifier potassium channel; P35561; HEK293-Kir2.1, FluxOR thallium flux fluorescence; active compounds read low; B-score at 10 µM; actives 0.85% (n = 310,000); AID 1672;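 active means fluorescence ratio B-score at or below minus 3 SD of library scores, with starting-brightness B-score within 2 SD, cut at about -4.2 in these data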;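 further: channel flux triggered by added potassium and thallium sulfate stimulus; B-score of peak minus minimum fluorescence over baseline after thallium stimulus; more negative B-score means stronger Kir2.1 block with less thallium influx; some compounds called inactive have numbers as strong as hits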
Target sequence (P35561 whole entry, looked up): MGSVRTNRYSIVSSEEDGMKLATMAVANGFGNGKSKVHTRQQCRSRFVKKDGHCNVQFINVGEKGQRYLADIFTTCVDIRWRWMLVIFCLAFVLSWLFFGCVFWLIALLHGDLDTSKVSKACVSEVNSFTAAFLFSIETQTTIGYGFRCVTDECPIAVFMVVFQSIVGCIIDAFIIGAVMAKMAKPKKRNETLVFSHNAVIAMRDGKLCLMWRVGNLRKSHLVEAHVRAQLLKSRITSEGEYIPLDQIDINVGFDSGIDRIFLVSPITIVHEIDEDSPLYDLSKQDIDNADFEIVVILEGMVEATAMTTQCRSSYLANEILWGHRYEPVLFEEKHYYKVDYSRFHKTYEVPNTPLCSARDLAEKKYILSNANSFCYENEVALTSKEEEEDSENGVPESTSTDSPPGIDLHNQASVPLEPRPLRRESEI
KCNQ2 block = KCNQ2 channel blockers in CHO-K1 cells – cell-based, FluxOR thallium flux, B-score, primary screen (AID 2156). O88943. 20 min; active compounds read low. B-score at 10 µM. actives 1.1% (n = 310,000);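 active means fluorescence ratio B-score at most minus 3 library SDs, with starting brightness B-score within 2 library SDs, cut at about -5.5 in these data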
CHT inh = inhibits the human high affinity choline transporter. Q9GZV3. CHT-expressing cells, membrane potential dye, choline response; active compounds read low. B-score at 10 µM. actives 0.86% (n = 310,000). AID 488975;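 active means B-score over 3 SD under the library average, and starting fluorescence ratio not unusually high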;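 further: choline stimulus applied at its EC90 after an EC20 pre-addition; B-score computed on integrated fluorescence ratio after choline addition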
Target sequence (Q9GZV3 whole entry, looked up): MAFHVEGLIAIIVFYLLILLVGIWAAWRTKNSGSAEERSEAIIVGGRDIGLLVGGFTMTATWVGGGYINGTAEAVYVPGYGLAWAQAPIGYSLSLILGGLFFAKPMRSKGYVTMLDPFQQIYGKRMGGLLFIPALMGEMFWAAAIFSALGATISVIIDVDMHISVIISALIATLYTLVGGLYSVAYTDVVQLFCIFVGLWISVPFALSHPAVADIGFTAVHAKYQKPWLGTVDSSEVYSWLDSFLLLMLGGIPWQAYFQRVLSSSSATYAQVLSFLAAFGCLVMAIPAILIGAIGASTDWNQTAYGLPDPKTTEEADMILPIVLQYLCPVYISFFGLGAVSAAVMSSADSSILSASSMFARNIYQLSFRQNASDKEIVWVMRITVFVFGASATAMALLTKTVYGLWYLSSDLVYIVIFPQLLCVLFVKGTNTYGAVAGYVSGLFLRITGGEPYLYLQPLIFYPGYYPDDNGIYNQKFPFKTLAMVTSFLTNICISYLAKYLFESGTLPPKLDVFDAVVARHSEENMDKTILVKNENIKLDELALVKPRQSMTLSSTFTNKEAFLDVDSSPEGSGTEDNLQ
* hit, by the source's call; i = inactive; . = no result given.

SMILES	Kir21 inh	KCNQ2 block	CHT inh
CCOC(=O)Cc1nnc(-c2ccccc2)o1	2.35	i	i
CCOC(=O)c1c(C)[nH]c(C2=NNC(=NC3CC3)SC2)c1C	-1.68	i	i
CCOC(=O)c1cccc(NC(=O)CSc2nnc(CNc3ccc(C)cc3)n2CC)c1	-1.22	i	i
CN1CCN(CC#CC(C)(O)C2CC3C=CC2C3)CC1 (stereo not given)	-2.17	i	i
Cc1ccccc1NC(=O)c1cccc(S(=O)(=O)N2CCOCC2)c1	-0.04	i	i
CCC(=O)N1CCc2cc(S(=O)(=O)NCCCOC)ccc21	0.73	i	i
CCc1cc2c(=O)c(-c3nc4ccccc4n3C)coc2c(CN2CCC(C)CC2)c1O	-3.43	i	.
CCCc1n[nH]c2c1/C(=N\OCC)CC(C)(C)C2	-0.75	i	i
CS(=O)(=O)NNC(=O)C1Cc2c(ccc3ccccc23)O1 (stereo not given)	-0.83	i	i
CC(CN(C)Cc1ccccc1)OC(=O)c1cccc(F)c1 (stereo not given)	-2.37	i	i
O=C(CSc1nc(C2CC2)nc2ccccc12)N1CCc2ccccc2C1	0.56	i	i
COc1ccc(CNc2ccc(S(N)(=O)=O)cc2)cc1	0.13	i	i
O=C(OC1CCOC1=O)c1ccc(N2CCCC2)c([N+](=O)[O-])c1 (stereo not given)	-1.23	i	i
COc1cccc(/C=C/C(=O)OCC(=O)c2ccc(S(=O)(=O)N3CCCCC3)cc2)c1OC	-0.15	i	i
CCc1nnc(NC(=O)C2CCN(S(=O)(=O)c3ccc(C)cc3)CC2)s1	-1.43	i	i
Cc1ccnc(NC(=O)CNC(=O)c2ccc(C)s2)c1	-1.3	i	i
COc1ccc(C(CNC(=S)NCc2ccccc2)N2CCCC2)cc1 (stereo not given)	-3.24	i	i
O=C(N/N=C/c1ccc2c(c1)OCO2)c1cccc(NC(=O)c2ccccc2Cl)c1	0.12	i	i
CCCC(c1nnnn1CCC(C)C)N1CCC(C(N)=O)CC1 (stereo not given)	0.73	i	i
CCN(C(=O)CSc1nnc(Cc2cccc3ccccc23)n1N)C1CCS(=O)(=O)C1 (stereo not given)	0.23	i	i
O=C(CCc1ccccc1)N/N=C/c1cccc(O)c1	0.03	i	i
Cc1[nH]c2ccccc2c1CCNC(=O)c1c(N)no[n+]1[O-]	-0.22	i	i
Cc1ccc(NC(=O)CSCc2cc(=O)n3nc(C4CC4)sc3n2)cc1	0.1	i	i
CCOC(=O)C1CCN(C(=O)c2cc3c(=O)n4cccc(C)c4nc3s2)CC1	2.43	i	i
Cc1ccc(S(=O)(=O)c2c(N)n(CCN3CCOCC3)c3nc4ccccc4nc23)cc1C	-0.12	i	i
CC(C)(C)N(NC(=O)Nc1ccc(Cl)cc1)C(=O)c1ccccc1	1.14	i	i
CCN(CC(=O)Nc1c(F)cccc1F)C(=O)c1ccc2c(c1)NC(=O)C(C)S2 (stereo not given)	-0.53	i	i
CCCn1c(=O)c(C(=O)Nc2ccccc2)c(O)c2ccccc21	0.66	i	i
COc1cc(C(=O)Nc2ccccc2C(=O)Nc2ccccn2)cc(OC)c1OC	1.52	i	i
COc1ccc(/C=C/C(=O)NCc2cccnc2)cc1	-0.01	i	i
CCCc1c(C(=O)N/N=C/c2c(OC)ccc3ccccc23)nnn1-c1nonc1N	0.72	i	i
COCc1ccc(C(=O)N2CCCC(N3CCN(c4ccc(F)cc4)CC3)C2)o1 (stereo not given)	-0.05	i	i
Cc1[nH]c2ccccc2c1C(=O)C(=O)NCCc1ccc(S(N)(=O)=O)cc1	1.3	i	i
COC(=O)c1nnc(-c2ccccc2)nc1OC	1.84	i	i
Cc1cccc(NCc2nc(SCC(N)=O)n[nH]2)c1	-1.06	i	i
C=CCNC(=O)c1c(Cl)nc(C)c([N+](=O)[O-])c1C	0.46	i	i
CC(=O)Nc1ccc(N/C=C/C(=O)c2ccco2)cc1	0.06	i	i
COC(=O)C1CCN(C(=O)COC(=O)c2cc(-c3cccs3)nn2-c2ccccc2)CC1	0.99	i	i
Cc1ccc(C(=O)NCc2ccncc2)cc1S(=O)(=O)N1CCCCC1	-0.01	i	i
NC(=O)CNC(=O)[C@@H]1CC2(CC(c3ccc(Cl)cc3)=NO2)CN1C(=O)c1ccccc1 (stereo not given in full)	-1.36	i	i
CSc1nnnn1-c1ccc(Cl)cc1	0.18	i	i
CC(C)(C)NC(=O)NC(=O)CSc1ncc(C(F)(F)F)cc1Cl	-1.01	i	i
COC(=O)c1ccc(C)c(NS(=O)(=O)c2ccc(OC)cc2)c1	-2.09	i	i
CC1(CCc2ccccc2)NC(=O)N(Cc2nnc(-c3ccccc3Br)o2)C1=O (stereo not given)	-2.38	i	i
O=C(O)CCCCCn1c(SCC(=O)N2CCCC2)nc2ccsc2c1=O	-0.13	i	i
COc1cc(CNCCc2ccccc2)ccc1OCC(=O)NC(C)(C)C	-1.9	i	i
C=CCn1c(=NC(=O)c2cc(-c3cccs3)nc3ccccc23)sc2cc(S(N)(=O)=O)ccc21	2.52	i	i
CCCCNC(=O)COC(=O)c1ccc(NS(=O)(=O)c2ccc3c(c2)OCCO3)cc1	-0.41	i	i
Cn1c(=O)cc(-c2ccccc2)c2ccccc21	-0.86	i	i
Cn1c(=O)oc2cc(S(=O)(=O)CCC(=O)N3CCN(c4ccccc4)CC3)ccc21	0.89	i	i
COc1ccc(O)c(/C=N/N2CCOCC2)c1	-0.74	i	i
CSc1ccccc1C(=O)Nc1cc([N+](=O)[O-])ccc1C	-1.59	i	i
COc1cc(/C=C(\C#N)c2nc3ccc(C)cc3[nH]2)c([N+](=O)[O-])cc1OC	-0.09	i	i
Cc1cc(=O)[nH]c2c1c(C)nn2-c1ccccc1	-0.01	i	i
COCCNc1nc2nonc2nc1N(C)Cc1cccc2cnccc12	-0.48	i	i
CC(=O)CCS(=O)(=O)c1ccc(C)c(C)c1	-1.09	i	i

(listing goes on)
SMILES	Kir21 inh	KCNQ2 block	CHT inh
CC(C)N1C(=O)CCN(C=O)c2ccccc21	1.39	i	i
CN(CC(=O)NC1CC(C)(C)NC(C)(C)C1)S(=O)(=O)c1ccc(Br)cc1	0.01	i	i
CCOC(=O)C1=C(N)Oc2cc(C)n(C)c(=O)c2C1c1ccncc1 (stereo not given)	-0.45	i	i
Cc1cc(C)c(C)c(OCC(=O)N2CCCCCC2)c1	0.34	i	i
C=CCNC(=S)NNc1ncnc2sc3c(c12)CC(C)(C)OC3	-0.77	i	i
O=C(/C=C/c1c(F)cccc1Cl)Nc1nc2ccccc2[nH]1	1.8	i	i
CCN1CCN(CCNC(=O)c2cc(Cl)c(NC(=O)C3=C(C)OCCS3)cc2OC)CC1	-0.91	i	i
C/C(=N\NS(C)(=O)=O)c1ccc(C)cc1	0.35	i	i
CC(NC(=O)CCC(=O)c1ccccc1)c1ccc(F)cc1 (stereo not given)	-0.61	-8.77*	i
COc1ccc(N=C2NC(=O)/C(=C\c3ccco3)S2)cc1	-0.05	i	i
NS(=O)(=O)c1ccc(O)c(NC(=O)c2ccc([N+](=O)[O-])cc2)c1	1.07	i	i
Cc1ccc[n+](CC(=O)Nc2cc(C(F)(F)F)ccc2Cl)c1	0.64	i	i
Cn1nccc1C(=O)Nc1nnc(C2CC2)s1	0.67	i	i
COc1ccc(S(=O)(=O)N(C)c2ccc(C(=O)N3CCN(c4ccccc4)CC3)cc2)cc1OC	0.04	i	i
CSC1=C(C#N)C(c2ccc(Cl)cc2)C2=C(CC(C)(C)CC2=O)N1 (stereo not given)	0.91	i	i
Fc1ccc(Nc2ncnc3sc4c(c23)CCC4)cc1	1.8	i	i
Cc1ccc(S(=O)(=O)N2CCCCC2)cc1NC(=O)Cn1ccc(C(F)(F)F)n1	-1.01	i	i
CC(=O)c1ccc(OCC(O)CNCc2ccc3c(c2)OCO3)cc1 (stereo not given)	0.68	i	i
CC(=O)c1c(OC(=O)c2ccc(C)cc2)c2ccccc2n1C	-0.41	i	i
CCC1CCc2sc(C(=O)N3CCCN(C)CC3)cc2C1 (stereo not given)	-1.44	i	i
CC(=O)Nc1ccc(NC(=O)C(C)OC(=O)c2ccc(-n3cnnn3)cc2)cc1 (stereo not given)	-0.35	i	i
Cc1ccc(CN2CCN(CCCc3ccccc3)CC2CCO)cc1 (stereo not given)	-1.05	i	i
O=C(NCC(=O)N1CCN(C(=O)c2ccco2)CC1)c1ccccc1	0.52	i	i
COc1ccc(C(=O)NNC(=O)C(=O)/C=C(\O)c2ccc(C)cc2)cc1	2.31	i	i

Pulled by structure from the list above:
SMILES	Kir21 inh	KCNQ2 block	CHT inh
O=C(NCC(=O)N1CCN(C(=O)c2ccco2)CC1)c1ccccc1	0.52	i	i
Cc1ccc(CN2CCN(CCCc3ccccc3)CC2CCO)cc1 (stereo not given)	-1.05	i	i
CC(=O)c1c(OC(=O)c2ccc(C)cc2)c2ccccc2n1C	-0.41	i	i
COc1ccc(C(=O)NNC(=O)C(=O)/C=C(\O)c2ccc(C)cc2)cc1	2.31	i	i

Later entries
SMILES	Kir21 inh	KCNQ2 block	CHT inh
O=C(Nc1ccccc1C(=O)N1CCCCC1)c1ccc(Cl)cc1Cl	-0.06	i	i
CCCCCN(C(=O)CN(C)Cc1ccc(OC)cc1OC)c1c(N)n(CCCC)c(=O)[nH]c1=O	-0.97	i	i
O=C(O)c1ccccc1-c1ccccc1C(=O)Nc1cccc(O)c1	0.94	i	i
CCO[C@H]1OC(C(=O)NCc2nc3ccccc3[nH]2)=C[C@@H](c2ccc(Br)cc2)[C@@H]1CCCO	0.25	i	i
COc1ccc2c(=O)c(-c3nc(C)cs3)coc2c1	0.92	i	i
O=C(N/N=C\c1ccc(F)cc1)c1csnn1	1.29	i	i
Cc1nn(C)c(Cl)c1S(=O)(=O)N1CCC(CO)(CCc2ccccc2)CC1	-1.65	i	i
C=CCn1c(=S)[nH]c2cc(C(=O)Nc3ccc(F)cc3)ccc2c1=O	-0.01	i	i

Grouped by structure: the compounds so far containing a cyano group.
SMILES	Kir21 inh	KCNQ2 block	CHT inh
COc1cc(/C=C(\C#N)c2nc3ccc(C)cc3[nH]2)c([N+](=O)[O-])cc1OC	-0.09	i	i
CSC1=C(C#N)C(c2ccc(Cl)cc2)C2=C(CC(C)(C)CC2=O)N1 (stereo not given)	0.91	i	i

New compounds follow
SMILES	Kir21 inh	KCNQ2 block	CHT inh
Nc1nsc2ccccc12	-5.12*	i	i
Cc1ccc(C(=O)N[C@H](C(=O)OCC(=O)c2ccc[nH]2)C(C)C)cc1	0.83	i	i
COC(=O)CSc1cc([N+](=O)[O-])cc2c1c(C1OCCO1)nn2-c1ccccc1	-0.64	i	i
N#Cc1ccc(OCC(=O)N/N=C/C2CC=CCC2)cc1 (stereo not given)	-0.58	i	i
CC1CCC(NC(=O)CN2C(=O)COc3ccc(S(=O)(=O)N4CCCC4)cc32)CC1 (stereo not given)	-1.09	i	i
CC1CN(C(=O)CCC(=O)NCc2ccc(F)cc2)c2ccccc2S1 (stereo not given)	-0.04	i	i
CN(C(=O)c1cnccn1)c1nnc(-c2cnccn2)s1	-0.42	i	i
COc1ccc(OC)c(CN2CCCC(CO)C2)c1 (stereo not given)	0.95	i	i
CCc1cccc2c(SCC(=O)NCC3CCCO3)nc(-c3ccc(F)cc3)nc12 (stereo not given)	-0.2	i	i
COc1ccc(OC)c(Nc2ncnc3sc(-c4ccccc4)cc23)c1	-0.05	i	i
COc1cccc(/C=N/NC(=O)c2cnccn2)c1OC	-2.12	i	i
COc1ccc(NC(=O)CCSc2ccc(C)cc2)cc1S(=O)(=O)Nc1ccccc1Cl	-1.19	i	i
O=c1c2c3c(sc2n2c(=S)[nH]nc2n1-c1ccccc1)CCC3	0.27	i	i
CSc1nc(C)cc(-n2cc(F)c(=O)[nH]c2=O)n1	-0.56	i	i
O=C1NC[C@@H](Cc2cccc3ccccc23)N(CCc2cc(C(F)(F)F)cc(C(F)(F)F)c2)C1=O	0.52	i	i
COc1ccc(Nc2nc(NN)nc(C)c2[N+](=O)[O-])cc1	-1.99	i	i
Cc1sc2nc(CN3CCCC3)nc(N3CCN(S(=O)(=O)c4cccs4)CC3)c2c1C	-1.56	i	i
Cn1c(C(=O)NCCc2ccccc2)cc(=O)n(C)c1=O	-0.23	i	i
COC(=O)C1CCN(C(=O)c2cc(OC)c(OC)c(OC)c2)CC1	-3.32	i	i
COc1cccc(NC(=S)N(CCC(C)C)C(C)c2ccncc2)c1 (stereo not given)	1.2	i	i
CCN(CC)C(=O)c1sc2nc(Cc3ccccc3)[nH]c(=O)c2c1C	2.3	i	i
CCCCCN(C(=O)CCC(=O)OCC(=O)NCc1ccc(OC)cc1)c1c(N)n(CCCC)c(=O)[nH]c1=O	2.73	i	i
O=C(CN1CCC(C(O)(c2ccccc2)c2ccccc2)CC1)Nc1cc(Cl)ccc1Cl	0	i	i
O=C(NC1CCCC1)c1cc(-c2cccc(Cl)c2)on1	-1.22	i	i
CN(C)C(CNC(=O)c1c(F)cccc1Cl)c1ccco1 (stereo not given)	0.28	i	i
O=C(N/N=C/c1ccc([N+](=O)[O-])cc1)c1ccc(COc2ccccc2-c2ccccc2)cc1	0.72	i	i
